High-throughput results as filed in PubChem BioAssay.
FXIIa inh: human FXIIa protease inhibitors, primary screen, biochemical, 1536-well; inhibition, % at 5 µM; purified FXIIa, Boc-QGR-AMC fluorogenic substrate, 2 h; hit rate 0.3% among 220,000; Coagulation factor XII (Homo sapiens), P00748; in the data active = inhibition above about 40%;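 note: 0% = enzyme with no compound and 100% = blank without enzyme; many of its hits are not listed in these tables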
Target sequence (P00748 20-372 limits assumed): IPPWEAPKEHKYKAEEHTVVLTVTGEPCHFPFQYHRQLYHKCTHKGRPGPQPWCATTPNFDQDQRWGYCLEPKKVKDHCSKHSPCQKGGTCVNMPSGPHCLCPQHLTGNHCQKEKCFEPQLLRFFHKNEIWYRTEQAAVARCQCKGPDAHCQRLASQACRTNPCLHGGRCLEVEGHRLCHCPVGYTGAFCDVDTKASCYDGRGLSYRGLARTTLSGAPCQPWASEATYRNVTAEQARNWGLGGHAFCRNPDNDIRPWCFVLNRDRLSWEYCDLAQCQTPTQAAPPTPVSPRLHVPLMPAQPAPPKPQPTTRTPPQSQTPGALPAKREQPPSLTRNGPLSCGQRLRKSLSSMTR
Target sequence (P00748 373-615 limits assumed): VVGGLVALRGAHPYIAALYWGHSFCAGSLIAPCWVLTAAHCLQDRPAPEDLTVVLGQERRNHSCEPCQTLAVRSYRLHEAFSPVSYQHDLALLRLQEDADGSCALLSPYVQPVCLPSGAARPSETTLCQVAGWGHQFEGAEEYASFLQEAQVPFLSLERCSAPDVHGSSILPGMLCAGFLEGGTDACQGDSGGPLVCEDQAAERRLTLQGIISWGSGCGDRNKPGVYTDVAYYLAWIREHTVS
Hck Nef HTS: inhibitors of Nef-activated human Hck kinase, primary screen, biochemical, Z-Lyte FRET, 384-well, Hck-YEEI; inhibition, % at 20 µM; Tyrosine-protein kinase HCK (Homo sapiens), P08631; hit rate 0.68% among 220,000; Recombinant Hck-YEEI plus Nef, Z-Lyte FRET kinase assay;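 active = Hck-Nef kinase inhibition above about 50%, limit read from the data; inactive = inhibition below that limit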;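 note: 0% = DMSO with Hck plus Nef and 100% = Hck alone without Nef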
Runt-SMMHC FRET: inhibitors of RUNX1 Runt–CBFb-SMMHC binding, primary screen, biochemical, FRET, Cerulean-Runt, Venus-CBFb-SMMHC, uHTS. Runt-related transcription factor 1 (Homo sapiens) + Core-binding factor subunit beta …. Cerulean-Runt/Venus-CBFb-SMMHC FRET ratio 530/480, 1 h. inhibition, % at 20 µM. hit rate 0.74% among 220,000. AID 1434, 2008;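 active = mean inhibition across duplicate retests at 20 µM reaching about 50%, limit read from the data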;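 note: 0% = DMSO wells and 100% = wells with excess untagged CBFb-SMMHC; inhibitors lower the FRET ratio by blocking Runt binding to CBFb-SMMHC; some results filed as inactive read as strong as hits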
14-3-3 Bad inh: inhibitors of 14-3-3 zeta/Bad binding, primary screen, biochemical, TR-FRET, bovine 14-3-3 zeta. 14-3-3 protein zeta/delta (Bos taurus), P63103. TR-FRET 14-3-3zeta/Dy647-pBad peptide displacement, 1 h. inhibition, % at 21.7 µM. hit rate 0.71% among 220,000. AID 781, 2007;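 active = inhibition above about 70%, limit read from the data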;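 note: 0% = full 14-3-3 plus peptide FRET controls and 100% = background without 14-3-3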
thrombin 1536: human alpha-thrombin inhibitors, primary screen, counter-screen for coagulation protease inhibitor project, biochemical, 1536-well, fluorogenic AMC substrate; Prothrombin (Homo sapiens), P00734; Boc-VPR-AMC fluorogenic substrate cleavage; inhibition, % at 5 µM; hit rate 0.26% among 220,000;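 active = inhibition at or above 40%; inactive = inhibition below 40%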;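 note: 0% = enzyme with no compound and 100% = wells without enzyme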
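Material: human alpha-thrombin protein; Also added: Boc-VPR-AMC substrate, 15 µM final; Timing: enzyme reaction carried out at room temperature; Signal: fluorescence, ex 355 nm, em 460 nm; Measure: % inhibition of thrombin; Controls: enzyme without compound as high, wells lacking enzyme as low.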
FXIa inh: human FXIa protease inhibitors, primary screen, biochemical, 1536-well. hit rate 0.14% among 220,000. purified FXIa, Boc-Glu-Ala-Arg-AMC fluorogenic substrate. AID 798, 2007. Coagulation factor XI (Homo sapiens), P03951. inhibition, % at 5 µM;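 active = inhibition of at least 40%; inactive = inhibition below 40%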;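 note: fluorescence of freed AMC excited at 355 nm; 0% = enzyme without compound and 100% = no enzyme blank; many of its hits are not listed in these tables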
hK5 inh: human KLK5 protease inhibitors, primary screen, biochemical, 1536-well | Kallikrein-5 (Homo sapiens), Q9Y337 | recombinant hK5, fluorogenic AMC substrate cleavage | inhibition, % at 5 µM | hit rate 0.59% among 210,000 | AID 873, 2007;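 active = inhibition of 40% or more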;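 note: 0% = enzyme controls without compound and 100% = no-enzyme blanks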
Target sequence (Q9Y337 67-293 limits assumed): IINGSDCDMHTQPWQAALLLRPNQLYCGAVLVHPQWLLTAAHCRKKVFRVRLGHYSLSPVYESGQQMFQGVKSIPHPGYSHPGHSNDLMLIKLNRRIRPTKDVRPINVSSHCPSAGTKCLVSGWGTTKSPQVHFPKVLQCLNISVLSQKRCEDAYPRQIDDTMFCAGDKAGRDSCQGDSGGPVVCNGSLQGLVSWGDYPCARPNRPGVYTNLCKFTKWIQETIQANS
Runt-CBFb FRET: inhibitors of RUNX1 Runt–CBFb binding, primary screen, biochemical, FRET, Cerulean-Runt, Venus-CBFb, uHTS; AID 1496, 2009; Runt-related transcription factor 1 (Homo sapiens) + Core-binding factor subunit beta …; Cerulean-Runt/Venus-CBFb FRET ratio 530/480, 1 h; hit rate 0.46% among 220,000; inhibition, % at 20 µM;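 active = inhibition over about 50% at 20 µM in the single-dose screen, limit read from the data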;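 note: 0% = DMSO wells and 100% = excess unlabeled CBFb competitor control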
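Measured by: fluorescence energy transfer, 422 nm excitation, 530/480 nm emission; test system: Cerulean-tagged RUNX1 Runt domain (FRET donor) fusion protein; buffer or medium: Tris pH 7.5 buffer with BSA; compound: one dose, 20 µM compound, 1% DMSO; times: two 1 h room-temperature incubations shielded from light; benchmarks: unlabeled CBFb 5 µM, positive control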
Wee1 stabilizer: Wee1 degradation inhibitors, primary screen, cell-based, HeLa, Wee1K328M-luciferase, luminescence | reporter increase, % at 5 µM | HeLa Luc-Wee1K328M stability; 100% = proteasome inhibitor MG132 effect | Wee1-like protein kinase (Homo sapiens), P30291 | hit rate 1.2% among 220,000;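 active = activation above the mean of all tested compounds plus 3 SD, set per screening run, cut at about 8.8% in these data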;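 note: cells exposed to compound for 20 h before luminescence read; 0% = DMSO alone and 100% = MG132 at 30 µM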
Starred values were filed as active, the others as inactive; . = no result given; [ ] = remark or other dose.

1) CC1(C)Oc2ccc(C(=O)NC3CCCC3)cc2N(CC(=O)NC2CCCCC2)C1=O
2) O=C(/C=C/Nc1ccc(F)cc1)c1ccco1
3) CCOC(=O)c1cc(C#N)c(SC)nc1C
4) COc1ccc(/C=N/NC(=O)c2cccnc2)c(C(=O)O)c1OC
5) CCOc1c(Cl)cc(CNCC(C)C)cc1OC
6) COc1ccc(C(CC(=O)O)n2cnnn2)cc1 (stereo not given)
7) C/C=C(\C)C(=O)OC1c2c(ccc3ccc(=O)oc23)OC(C)(C)C1OC(C)=O (stereo not given)
8) Cc1ccc(SCCc2cc[n+](CC(=O)c3ccccc3)cc2)cc1
assay / entry	1	2	3	4	5	6	7	8
FXIIa inh	-11	-6	5	6	0	7	39	9
Hck Nef HTS	4	7	-2	1	0	-30	8	-6
Runt-SMMHC FRET	-1	4	-4	2	-4	4	2	-1
14-3-3 Bad inh	17	-5	-1	-6	46	-1	-13[fluorescence artefact?]	0
thrombin 1536	0	-5	-1	2	-6	2	-5	3
FXIa inh	-6	-3	10	-4	-11	1	45*	3
hK5 inh	-2	14	4	-7	12	.	-3	9
Runt-CBFb FRET	0	1	0	-1	-1	-2	-2	2
Wee1 stabilizer	4	3	-3	-1	1	-1	-3	3

9) O=C(Nc1ccc(Br)cc1)c1cccc(NC(=O)C2C3CC4OC(=O)C2C4C3)c1 (stereo not given)
10) Cc1nnc(SCC(=O)N2c3ccccc3CC2C)[nH]c1=O (stereo not given)
11) COC(=O)c1ccc(NC(=O)CN(C2CCCCC2)S(C)(=O)=O)cc1
12) c1ccc(Cn2nnc3c(NCC4CCCO4)nc(C4CC4)nc32)cc1 (stereo not given)
13) O=C(c1cc2nc(-c3ccccc3)cc(C(F)(F)F)n2n1)N1CCOCC1
14) Cc1nc(-c2ccccc2)sc1-c1nc(-c2cccs2)ncc1S(=O)(=O)c1ccccc1
15) COc1ccc(-c2cc(=O)[nH]c(=S)[nH]2)cc1
16) COc1ccc(Nc2nc(C(=O)N3CCc4ccccc4C3)cs2)cc1
assay / entry	9	10	11	12	13	14	15	16
FXIIa inh	20	4	12	9	3	13	4	6
Hck Nef HTS	-18	2	0	18	-1	5	25	25
Runt-SMMHC FRET	-1	0	0	2	0	5	0	.
14-3-3 Bad inh	-6	10	-10	11	-1	-5[fluorescence artefact?]	-19	-9
thrombin 1536	2	-7	-1	-13	-1	2	-3	-4
FXIa inh	5	1	-3	5	-4	5	1	-3
hK5 inh	-9	-13	-22	2	-1	9	-5	1
Runt-CBFb FRET	2	-1	-2	-1	-1	0	8	.
Wee1 stabilizer	3	-3	4	-2	3	-1	-3	1

Another view of some results above.
no.	SMILES	FXIIa inh	Hck Nef HTS	Runt-SMMHC FRET	14-3-3 Bad inh	thrombin 1536	FXIa inh	hK5 inh	Runt-CBFb FRET	Wee1 stabilizer
1	CC1(C)Oc2ccc(C(=O)NC3CCCC3)cc2N(CC(=O)NC2CCCCC2)C1=O	-11	4	-1	17	0	-6	-2	0	4
2	O=C(/C=C/Nc1ccc(F)cc1)c1ccco1	-6	7	4	-5	-5	-3	14	1	3
3	CCOC(=O)c1cc(C#N)c(SC)nc1C	5	-2	-4	-1	-1	10	4	0	-3
4	COc1ccc(/C=N/NC(=O)c2cccnc2)c(C(=O)O)c1OC	6	1	2	-6	2	-4	-7	-1	-1
5	CCOc1c(Cl)cc(CNCC(C)C)cc1OC	0	0	-4	46	-6	-11	12	-1	1
6	COc1ccc(C(CC(=O)O)n2cnnn2)cc1 (stereo not given)	7	-30	4	-1	2	1	.	-2	-1
7	C/C=C(\C)C(=O)OC1c2c(ccc3ccc(=O)oc23)OC(C)(C)C1OC(C)=O (stereo not given)	39	8	2	-13[fluorescence artefact?]	-5	45*	-3	-2	-3

Next entries follow.
17) CN(Cc1ccccc1)C(=O)COC(=O)c1ccc(Cl)cc1N
18) CCCCC(=O)Nc1ccc(Cl)cn1
19) Cc1nnc(NC(=O)CSc2nnc(Cc3cccn3C)n2-c2cccc(C)c2C)s1
20) Cc1ccc(-n2nc(N)c3c(=O)oc(N(C)C)nc32)cc1
21) Cc1nc(SCCO)c2oc3ccccc3c2n1
22) CCCn1c(=O)c(C(=O)c2ccccc2)nc2ccccc21
23) CCCC(=O)Nc1c2c(nn1-c1ccc(C)cc1C)CSC2
24) N#CC1=C(N)N(c2ccccc2)C(c2ccco2)C1(C#N)C#N (stereo not given)
assay / entry	17	18	19	20	21	22	23	24
FXIIa inh	0	-12	18	-1	19	21	11	5
Hck Nef HTS	-19	3	-6	0	1	1	2	2
Runt-SMMHC FRET	-2	0	6	-7	-8	-8	4	1
14-3-3 Bad inh	4	-12[fluorescence artefact?]	3	0	.	12	4[fluorescence artefact?]	-11
thrombin 1536	-11	2	11	-2	-2	5	0	-1
FXIa inh	-7	-5	12	-4	5	9	-6	-7
hK5 inh	-8	-41	-3	-2	-1	-5	-2	-24
Runt-CBFb FRET	-2	-1	13	-5	-1	-4	0	2
Wee1 stabilizer	-2	2	4	-1	-2	3	0	-1

25) CCC1NC(=S)NC(C)=C1C(=O)c1ccccc1 (stereo not given)
26) CC1CCCN(C(=O)CCS(=O)(=O)Cc2ccccc2)C1 (stereo not given)
27) CCC1CCCN1Cn1cnc2c([nH]c3ccc(C)cc32)c1=O (stereo not given)
28) CCN(CC)S(=O)(=O)c1ccc(C(=O)OCC(=O)N2CCN(C(=O)c3ccco3)CC2)cc1
29) Cc1ccc(N2C(=S)NC3c4cc(Cl)ccc4OC2(C)C3C(=O)N(C)C)cc1 (stereo not given)
30) Cc1cc(C)n2nc(C(=O)N/N=C/c3cccs3)nc2n1
31) CCOC(=O)CSc1nc2cc3c(cc2cc1C)OCO3
32) CC1(C)C(=O)Nc2ccccc2N1C(=O)COC(=O)C12CC3CC(CC(O)(C3)C1)C2
assay / entry	25	26	27	28	29	30	31	32
FXIIa inh	10	16	12	4	9	3	10	7
Hck Nef HTS	28	2	5	-1	-7	18	26	0
Runt-SMMHC FRET	0	-1	-3	1	-2	-3	0	0
14-3-3 Bad inh	-10	0	-6	0	-6	-12	11	-8[fluorescence artefact?]
thrombin 1536	-8	0	0	-3	12	4	10	-2
FXIa inh	3	-1	2	-2	1	-5	1	-1
hK5 inh	1	-4	-8	-5	.	-5	-5	-9
Runt-CBFb FRET	.	1	-3	2	-1	0	-2	-4
Wee1 stabilizer	-2	-1	2	-1	-3	-2	1	3

33) O=C1c2ccccc2C(O)(c2ccccc2)N1c1ccncc1 (stereo not given)
34) CC(=O)c1c(N2CCOCC2)nc(=S)n(Cc2ccccc2)c1C
35) CCN1C(=O)C(CC(=O)Nc2ccc(F)cc2)N(CCc2ccc(OC)cc2)C1=S (stereo not given)
36) Clc1ccc(-n2cccc2/C=N/n2cnnc2)cc1
37) COc1ccc(N=Cc2c(O)ccc3ccccc23)cc1
38) CC(=O)Nc1cnc2ccccc2n1
39) CC1=C(C(=O)NCc2ccccc2)C(c2cccnc2)n2ncnc2N1 (stereo not given)
40) Cc1[nH]oc(=O)c1N=Nc1c(Cl)cccc1Cl
assay / entry	33	34	35	36	37	38	39	40
FXIIa inh	10	9	6	13	2	2	8	14
Hck Nef HTS	25	-2	22	0	17	0	4	2
Runt-SMMHC FRET	-5	50	.	-1	-37	2	-3	-4
14-3-3 Bad inh	-22	3	6	40	-4	-1	-4	-2
thrombin 1536	-1	-5	-7	2	-5	-10	-4	-5
FXIa inh	-1	2	0	7	-3	6	-4	14
hK5 inh	-1	-1	4	-7	-2	-3	-1	-22
Runt-CBFb FRET	0	-3	.	1	-14	0	-1	0
Wee1 stabilizer	-1	5	0	0	0	0	-2	2

41) CCOC(=O)c1c(N)nn(C(=O)C(C)C)c1-c1ccc(OC)cc1
42) CCOc1cc(CNc2ccc3c(c2)CCC3)ccc1OC
43) COc1ccccc1OCCSc1nnc(C)n1-c1ccccc1
44) CCOC(=O)N1CCN(C(=O)c2cnn3c(C)c(Cc4ccc(C)cc4)c(C)nc23)CC1
45) COC(=O)CSc1nc(C)cc(C)n1
46) CC(C)CC(OC(=O)c1cccs1)C(=O)NCc1cccs1 (stereo not given)
assay / entry	41	42	43	44	45	46
FXIIa inh	6	7	8	21	8	6
Hck Nef HTS	-1	0	3	3	-8	1
Runt-SMMHC FRET	0	-3	3	-2	-2	-2
14-3-3 Bad inh	-4	58	-10	-14	3	-4
thrombin 1536	-4	-2	10	10	-6	-5
FXIa inh	-1	3	9	4	-2	-6
hK5 inh	-14	-35	-18	63*	-1	-26
Runt-CBFb FRET	-4	1	4	2	-1	0
Wee1 stabilizer	1	3	0	7	-1	1
